Source: PubChem (Broad Institute)
TcdB GH inh: TcdB glycohydrolase inhibitors, primary screen, biochemical, single point, plate reader; AID 652162, 2013; TcdB glycohydrolase enzymatic assay; 350,000 tested, 0.24% active; inhibition, % at 9.99 µM; Toxin B (Clostridioides difficile), P18177; in the data active = inhibition above about 10%
Target sequence (P18177 whole entry, looked up): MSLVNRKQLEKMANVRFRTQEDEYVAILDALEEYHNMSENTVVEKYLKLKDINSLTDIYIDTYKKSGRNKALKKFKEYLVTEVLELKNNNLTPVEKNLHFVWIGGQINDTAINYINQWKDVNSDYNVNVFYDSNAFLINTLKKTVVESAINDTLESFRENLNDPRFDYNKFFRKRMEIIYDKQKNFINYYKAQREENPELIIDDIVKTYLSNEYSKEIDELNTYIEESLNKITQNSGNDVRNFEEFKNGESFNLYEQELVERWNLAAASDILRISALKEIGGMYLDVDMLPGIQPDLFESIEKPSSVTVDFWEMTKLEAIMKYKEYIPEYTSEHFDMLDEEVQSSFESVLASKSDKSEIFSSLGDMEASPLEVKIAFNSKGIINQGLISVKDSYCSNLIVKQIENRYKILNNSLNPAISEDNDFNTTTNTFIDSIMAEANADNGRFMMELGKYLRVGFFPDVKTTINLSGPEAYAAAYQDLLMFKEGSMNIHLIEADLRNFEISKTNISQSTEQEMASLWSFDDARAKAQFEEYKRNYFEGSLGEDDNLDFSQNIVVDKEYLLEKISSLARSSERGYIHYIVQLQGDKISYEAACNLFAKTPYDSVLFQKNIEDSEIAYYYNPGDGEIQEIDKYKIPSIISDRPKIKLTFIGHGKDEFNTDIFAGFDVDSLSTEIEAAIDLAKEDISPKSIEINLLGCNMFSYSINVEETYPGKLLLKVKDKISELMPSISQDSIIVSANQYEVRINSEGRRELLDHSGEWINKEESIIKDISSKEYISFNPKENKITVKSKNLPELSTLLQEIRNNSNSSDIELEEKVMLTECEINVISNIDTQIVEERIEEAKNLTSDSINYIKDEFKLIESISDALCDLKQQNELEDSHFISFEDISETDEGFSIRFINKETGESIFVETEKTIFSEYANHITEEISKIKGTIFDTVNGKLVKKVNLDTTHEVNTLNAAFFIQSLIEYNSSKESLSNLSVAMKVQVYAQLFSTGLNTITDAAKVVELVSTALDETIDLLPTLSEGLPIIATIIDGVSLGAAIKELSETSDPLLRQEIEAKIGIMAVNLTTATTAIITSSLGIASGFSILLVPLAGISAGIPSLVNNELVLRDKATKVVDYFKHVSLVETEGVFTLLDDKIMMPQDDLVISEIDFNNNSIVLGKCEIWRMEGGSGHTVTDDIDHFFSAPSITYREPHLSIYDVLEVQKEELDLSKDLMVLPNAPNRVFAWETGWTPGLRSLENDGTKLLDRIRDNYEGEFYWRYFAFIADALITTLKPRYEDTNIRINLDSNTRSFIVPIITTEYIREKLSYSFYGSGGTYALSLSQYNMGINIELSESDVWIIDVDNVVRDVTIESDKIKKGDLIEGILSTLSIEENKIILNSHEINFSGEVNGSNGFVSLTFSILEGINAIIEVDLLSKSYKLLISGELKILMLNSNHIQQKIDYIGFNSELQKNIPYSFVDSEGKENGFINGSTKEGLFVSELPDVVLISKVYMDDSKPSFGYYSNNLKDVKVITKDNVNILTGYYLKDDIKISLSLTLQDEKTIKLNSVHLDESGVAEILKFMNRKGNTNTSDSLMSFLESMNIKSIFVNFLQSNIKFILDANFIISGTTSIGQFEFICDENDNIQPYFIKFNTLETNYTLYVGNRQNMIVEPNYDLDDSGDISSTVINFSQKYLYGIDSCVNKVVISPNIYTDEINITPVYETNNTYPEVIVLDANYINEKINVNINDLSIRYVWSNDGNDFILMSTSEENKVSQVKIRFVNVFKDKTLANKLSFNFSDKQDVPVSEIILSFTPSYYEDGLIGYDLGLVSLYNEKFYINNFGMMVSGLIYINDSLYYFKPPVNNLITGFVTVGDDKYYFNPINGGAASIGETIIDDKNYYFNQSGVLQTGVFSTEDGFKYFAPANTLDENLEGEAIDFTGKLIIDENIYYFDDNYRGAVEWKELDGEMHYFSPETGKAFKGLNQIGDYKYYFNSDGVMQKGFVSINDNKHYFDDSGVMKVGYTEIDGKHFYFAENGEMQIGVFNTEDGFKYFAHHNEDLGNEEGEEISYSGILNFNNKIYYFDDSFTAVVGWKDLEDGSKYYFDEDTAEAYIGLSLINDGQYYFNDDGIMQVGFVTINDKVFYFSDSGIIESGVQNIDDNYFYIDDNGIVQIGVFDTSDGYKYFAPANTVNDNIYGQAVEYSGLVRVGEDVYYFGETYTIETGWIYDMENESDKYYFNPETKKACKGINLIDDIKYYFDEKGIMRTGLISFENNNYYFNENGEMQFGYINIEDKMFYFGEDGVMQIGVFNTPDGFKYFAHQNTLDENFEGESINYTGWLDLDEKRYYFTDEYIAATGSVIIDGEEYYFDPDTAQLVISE
The depositor's hits bear a star.

The first 4 compounds as a preview:
C[C@H](CO)N1C[C@H](C)[C@@H](CN(C)C(=O)Cc2ccccn2)Oc2cc(-c3cccc(C(=O)N(C)C)c3)ccc2S1(=O)=O
  TcdB GH inh = 0.5
C[C@H](O)C#Cc1ccc([C@@H]2[C@@H](CO)N3CCCCN(C(=O)c4ccc(F)cc4)C[C@H]23)cc1
  TcdB GH inh = 0.2
C[C@@H]1CN([C@H](C)CO)C(=O)CCCn2nncc2CO[C@@H]1CN(C)C(=O)Nc1ccc(C(C)(C)C)cc1
  TcdB GH inh = -0.1
COc1ccc(S(=O)(=O)N2CCCCN3[C@H](CO)[C@@H](c4ccc(C5=CCCC5)cc4)[C@@H]3C2)cc1
  TcdB GH inh = 0.3

All compounds of this part, from the first entry:
C[C@H](CO)N1C[C@H](C)[C@@H](CN(C)C(=O)Cc2ccccn2)Oc2cc(-c3cccc(C(=O)N(C)C)c3)ccc2S1(=O)=O
  TcdB GH inh = 0.5
C[C@H](O)C#Cc1ccc([C@@H]2[C@@H](CO)N3CCCCN(C(=O)c4ccc(F)cc4)C[C@H]23)cc1
  TcdB GH inh = 0.2
C[C@@H]1CN([C@H](C)CO)C(=O)CCCn2nncc2CO[C@@H]1CN(C)C(=O)Nc1ccc(C(C)(C)C)cc1
  TcdB GH inh = -0.1
COc1ccc(S(=O)(=O)N2CCCCN3[C@H](CO)[C@@H](c4ccc(C5=CCCC5)cc4)[C@@H]3C2)cc1
  TcdB GH inh = 0.3
CO[C@@H]1CC[C@H]2CCN(C)C(=O)[C@@H](C)CN(C)C(=O)c3cc(C#N)ccc3OC[C@@H]1O2
  TcdB GH inh = 1.0
COc1cccc(CN2[C@@H]3CN(C(=O)c4cccnc4)c4ccccc4[C@@H]3[C@@H]2CO)c1
  TcdB GH inh = 0.6
CO[C@H]1CN(C)C(=O)c2ccc(NC(=O)NC(C)C)cc2OC[C@H](C)N(C(=O)C2CCC2)C[C@@H]1C
  TcdB GH inh = -0.7
COc1cccc(S(=O)(=O)N[C@@H]2CC[C@H](CC(=O)NCc3ccc(Cl)cc3)O[C@@H]2CO)c1
  TcdB GH inh = -0.7
C[C@@H]1CCCCO[C@H](CN(C)C(=O)Nc2ccc3c(c2)OCO3)[C@H](C)CN([C@@H](C)CO)C(=O)c2cc(NC(=O)Nc3ccc4c(c3)OCO4)ccc2O1
  TcdB GH inh = -0.6
O=C(C[C@@H]1CC[C@H]2[C@@H](COC[C@@H](O)CN2C(=O)Nc2cc(Cl)cc(Cl)c2)O1)NCC1CCCCC1
  TcdB GH inh = -1.3

COc1cccc(-c2cnc3c(c2)C(=O)N([C@H](C)CO)C[C@@H](C)[C@@H](CN(C)C(=O)CN(C)C)O3)c1
  TcdB GH inh = -5.8
COc1ccc(NC(=O)Nc2cccc3c2O[C@H](CN(C)C(=O)Nc2ccc4c(c2)OCO4)[C@@H](C)CN([C@@H](C)CO)C3=O)cc1
  TcdB GH inh = 0.4
CC(=O)N(C)C[C@@H]1Oc2ncc(C#Cc3cccnc3)cc2C(=O)N([C@H](C)CO)C[C@@H]1C
  TcdB GH inh = -1.7
C[C@@H]1CCCCO[C@@H](CN(C)S(=O)(=O)c2ccccc2)[C@@H](C)CN([C@@H](C)CO)C(=O)c2cc(NC(=O)Nc3cccc4ccccc34)ccc2O1
  TcdB GH inh = 0.1
COCC(=O)N1C[C@H](C)[C@@H](OC)CN(C)C(=O)c2ccc(NC(=O)c3cc(C)on3)cc2OC[C@H]1C
  TcdB GH inh = -0.1
CC=Cc1ccc2n(c1=O)C[C@@H]1N[C@H]2[C@H](C(=O)NCc2ccc3c(c2)OCO3)[C@H]1CO (mixture of isomers)
  TcdB GH inh = 1.4
C[C@@H]1CN([C@@H](C)CO)C(=O)c2cc(NC(=O)Nc3ccc(F)cc3)ccc2O[C@H]1CN(C)Cc1ccncc1
  TcdB GH inh = -3.1
CC(C)NC(=O)Nc1ccc2c(c1)C(=O)N([C@H](C)CO)C[C@H](C)[C@@H](CN(C)C)OCCCC[C@@H](C)O2
  TcdB GH inh = 0.3
CN1c2ccc(-c3ccc(F)cc3)cc2[C@@H]2[C@@H](CCN2C(=O)Cc2cccnc2)[C@@H]1CO
  TcdB GH inh = 4.0
O=C(C1CCCC1)N1C[C@@H]2[C@H](c3ccccc31)[C@@H](CO)N2C(=O)Cc1ccccn1
  TcdB GH inh = 1.4

C[C@@H]1CN([C@H](C)CO)C(=O)c2cc(NC(=O)NC3CCCCC3)ccc2O[C@@H]1CN(C)S(=O)(=O)c1ccc(F)cc1
  TcdB GH inh = 0.4
C[C@@H]1CN([C@@H](C)CO)S(=O)(=O)c2ccc(C3=CCCCC3)cc2O[C@@H]1CN(C)S(=O)(=O)c1cn(C)cn1
  TcdB GH inh = -0.9
O=C(C[C@H]1CC[C@H](NS(=O)(=O)c2ccc(F)cc2)[C@@H](CO)O1)NC1CCCCC1
  TcdB GH inh = -0.5
C[C@H]1CN([C@@H](C)CO)S(=O)(=O)c2ccc(-c3ccncc3)cc2O[C@H]1CN(C)C(=O)CC1CC1
  TcdB GH inh = 0.3
COc1ccccc1NC(=O)N1C[C@H](O)COC[C@@H]2O[C@@H](CC(=O)N3CCC(Cc4ccccc4)CC3)CC[C@H]21
  TcdB GH inh = 1.0
COc1ccc(NC(=O)Nc2ccc3c(c2)[C@@H]2C[C@@H](CC(=O)NCc4ccncc4)O[C@@H](CO)[C@@H]2O3)cc1
  TcdB GH inh = -2.2
C[C@H]1CN([C@@H](C)CO)C(=O)c2c(c3ccccc3n2C)-c2ccccc2CO[C@H]1CN(C)C(=O)[C@@H](Cc1ccccc1)N(C)C
  TcdB GH inh = 1.0
C[C@@H]1CN([C@H](C)CO)C(=O)c2cc(NC(=O)CCCCCC(=O)Nc3ccccc3N)ccc2O[C@@H]1CN(C)S(=O)(=O)c1ccc(Cl)cc1
  TcdB GH inh = -0.7
CCCNC(=O)Nc1ccc2c(c1)OC[C@H](C)N(Cc1ccccn1)C[C@H](C)[C@H](OC)CN(C)C2=O
  TcdB GH inh = -0.1
C[C@H](CO)N1C[C@H](C)[C@@H](CN(C)Cc2ccc(Oc3ccccc3)cc2)Oc2c(NC(=O)CCCCCC(=O)Nc3ccccc3N)cccc2C1=O
  TcdB GH inh = 0.5

CS(=O)(=O)N1CC(=O)N2[C@H](C1)[C@@H](c1ccc(C#Cc3ccc(F)cc3)cc1)[C@@H]2CO
  TcdB GH inh = 0.1
C[C@@H]1CN([C@@H](C)CO)C(=O)c2cc(C#CC(C)(C)O)cnc2O[C@@H]1CN(C)Cc1ccccn1
  TcdB GH inh = -0.1
O=C(C[C@@H]1CC[C@H]2[C@@H](COC[C@H](O)CN2CC2CCCC2)O1)NCC1CC1
  TcdB GH inh = -0.1
O=C(C[C@@H]1C[C@H]2c3cc(NC(=O)NC4CCCC4)ccc3O[C@H]2[C@@H](CO)O1)NCc1ccc(Cl)cc1
  TcdB GH inh = -1.0
C[C@H](CO)N1C[C@H](C)[C@@H](CN(C)C)Oc2cc(C#Cc3cccnc3)ccc2S1(=O)=O
  TcdB GH inh = 0.2
C[C@@H]1CN([C@H](C)CO)C(=O)c2cc(NC(=O)Cn3cnnn3)ccc2O[C@@H]1CN(C)S(=O)(=O)c1cn(C)cn1
  TcdB GH inh = 0.8
Cc1cc(C(=O)Nc2cccc3c2O[C@H](CN(C)Cc2ccc4c(c2)OCO4)[C@H](C)CN([C@H](C)CO)C3=O)n(C)n1
  TcdB GH inh = -0.2
C[C@@H]1CCCCO[C@H](CN(C)C(=O)Nc2ccc(F)cc2)[C@@H](C)CN([C@H](C)CO)C(=O)c2cc(NC(=O)Nc3ccc(C(F)(F)F)cc3)ccc2O1
  TcdB GH inh = -9.1
CC(C)CC#Cc1ccc2c(c1)O[C@@H](CN(C)C(=O)Nc1ccccc1F)[C@@H](C)CN([C@H](C)CO)S2(=O)=O
  TcdB GH inh = -0.1
O=C(NCC[C@@H]1CC[C@H](NS(=O)(=O)c2ccccc2)[C@@H](CO)O1)c1cc(Cl)cc(Cl)c1
  TcdB GH inh = -0.3

COc1ccc2c3c(n(C)c2c1)[C@@H](CO)N(C)CC31CN(C(=O)c2cccnc2)C1
  TcdB GH inh = 0.6
C[C@H](CO)N1C[C@H](C)[C@H](CN(C)Cc2ccc(C(F)(F)F)cc2)OCCCC[C@H](C)Oc2ccc(N(C)C)cc2C1=O
  TcdB GH inh = -20.1
C[C@H]1CN([C@@H](C)CO)C(=O)c2cc(C#CC3(O)CCCC3)cnc2O[C@H]1CN(C)Cc1ccncc1
  TcdB GH inh = 0.5
CC(C)CC#Cc1cnc2c(c1)C(=O)N([C@H](C)CO)C[C@H](C)[C@@H](CN(C)C(=O)c1cnccn1)O2
  TcdB GH inh = -0.2
CN1C(=O)c2cc(NC(=O)C3CCCC3)ccc2OC[C@@H]2O[C@H](CC(=O)NCC(F)(F)F)CC[C@H]21
  TcdB GH inh = 0.1
C[C@H](CO)N1C[C@H](C)[C@H](CN(C)C(=O)NC2CCCCC2)OCCCC[C@H](C)Oc2ccc(NS(=O)(=O)c3cn(C)cn3)cc2C1=O
  TcdB GH inh = -3.4
COCC(=O)Nc1ccc2c(c1)OC[C@@H](C)N(Cc1cccnc1)C[C@@H](C)[C@H](OC)CN(C)C2=O
  TcdB GH inh = -0.9
C[C@@H]1CN([C@@H](C)CO)C(=O)c2cc(C#CC3CCCCC3)cnc2O[C@H]1CN(C)C(=O)Cc1ccccn1
  TcdB GH inh = 1.7
COc1ccc(NC(=O)Nc2ccc3c(c2)C(=O)N([C@H](C)CO)C[C@H](C)[C@H](CN(C)S(C)(=O)=O)OCCCC[C@@H](C)O3)cc1
  TcdB GH inh = -1.5
COc1ccc2c3c([nH]c2c1)[C@H](CO)N(Cc1ccccc1)CC31CN(C(=O)NC(C)C)C1
  TcdB GH inh = -0.4

C[C@H]1CN([C@@H](C)CO)C(=O)c2cc(C3=CCCC3)cnc2O[C@@H]1CN(C)C(=O)c1ccc2c(c1)OCO2
  TcdB GH inh = 0.1
COc1ccccc1-c1ccc([C@H]2[C@@H](C#N)N(C(=O)C3CCC3)[C@@H]2CO)cc1
  TcdB GH inh = 0.8
C[C@@H]1CN([C@@H](C)CO)S(=O)(=O)c2ccc(Br)cc2O[C@H]1CN(C)Cc1cccc(F)c1
  TcdB GH inh = -1.1
Cc1ccc(S(=O)(=O)Nc2ccc3c(c2)C(=O)N([C@H](C)CO)C[C@H](C)[C@@H](CN(C)Cc2ccc(C(F)(F)F)cc2)OCCCC[C@@H](C)O3)cc1
  TcdB GH inh = 0.8
COc1ccc(CN(C)C[C@H]2OCCCC[C@@H](C)Oc3ccc(NC(=O)Nc4cccc5ccccc45)cc3C(=O)N([C@@H](C)CO)C[C@H]2C)cc1
  TcdB GH inh = 0.1
COc1ccc(S(=O)(=O)N(C)C[C@H]2Oc3ccc(NS(=O)(=O)c4cccs4)cc3C(=O)N([C@@H](C)CO)C[C@@H]2C)cc1
  TcdB GH inh = 0.1
CCC(=O)N1[C@H](CO)[C@@H](c2ccccc2)C12CN(Cc1cc(F)ccc1F)C2
  TcdB GH inh = -0.5
COc1ccc(S(=O)(=O)Nc2ccc3c(c2)C(=O)N([C@H](C)CO)C[C@@H](C)[C@@H](CN(C)S(C)(=O)=O)OCCCC[C@@H](C)O3)cc1
  TcdB GH inh = -0.2
COc1ccc2c3c(n(C)c2c1)[C@@H](CO)N(C(=O)C1CCC1)CC31CN(C(=O)Nc2cccc(F)c2)C1
  TcdB GH inh = 0.5
Cc1noc(C)c1NC(=O)Nc1cccc2c1O[C@H](CN(C)Cc1ccc(Oc3ccccc3)cc1)[C@H](C)CN([C@@H](C)CO)C2=O
  TcdB GH inh = -0.7

Cc1noc(C)c1NC(=O)N(C)C[C@H]1Oc2ccc(NS(=O)(=O)c3ccc(Cl)cc3)cc2CC(=O)N([C@@H](C)CO)C[C@H]1C
  TcdB GH inh = 1.0
C[C@H]1CN([C@@H](C)CO)C(=O)c2cc(/C=C/c3ccccc3)cnc2O[C@H]1CN(C)S(=O)(=O)c1cn(C)cn1
  TcdB GH inh = 1.6
C[C@@H]1CN([C@H](C)CO)C(=O)CCCn2nncc2CO[C@@H]1CN(C)Cc1ccccc1C(F)(F)F
  TcdB GH inh = 2.3
Cc1ccc(S(=O)(=O)Nc2ccc3c(c2)CC(=O)N([C@H](C)CO)C[C@@H](C)[C@H](CN(C)C(=O)Nc2ccccc2)O3)cc1
  TcdB GH inh = 0.2
C[C@@H]1CCCCO[C@H](CN(C)Cc2ccc3c(c2)OCO3)[C@H](C)CN([C@@H](C)CO)C(=O)c2cc(NC(=O)Nc3ccc4c(c3)OCO4)ccc2O1
  TcdB GH inh = -1.5
CS(=O)(=O)Nc1ccc2c(c1)[C@@H]1C[C@H](CC(=O)N3CCOCC3)O[C@H](CO)[C@@H]1O2
  TcdB GH inh = -2.2
C[C@@H]1CN([C@@H](C)CO)C(=O)Cc2cc(NC(=O)Cc3ccccc3)ccc2O[C@H]1CN(C)S(=O)(=O)c1ccc(F)cc1
  TcdB GH inh = -0.7
O=C(Cc1cccnc1)N1CC2(C1)[C@@H](c1ccccc1)[C@@H](CO)N2C(=O)C1CCCCC1
  TcdB GH inh = 0.1
COc1ccc(NC(=O)Nc2ccc3c(c2)C(=O)N([C@H](C)CO)C[C@@H](C)[C@H](CN(C)C(=O)Nc2ccc(F)cc2)OCCCC[C@@H](C)O3)cc1
  TcdB GH inh = -0.5
O=C(C[C@@H]1C=C[C@H](NC(=O)c2ccc3c(c2)OCO3)[C@H](CO)O1)NC1Cc2ccccc2C1
  TcdB GH inh = 0.0

C[C@@H]1CN([C@@H](C)CO)C(=O)CCCn2nncc2CO[C@@H]1CN(C)CC1CCCCC1
  TcdB GH inh = 0.6
C[C@@H]1CN([C@H](C)CO)C(=O)c2cc(NS(=O)(=O)c3ccccc3)ccc2O[C@H]1CN(C)C(=O)Nc1ccccc1
  TcdB GH inh = 0.5
COc1ccc(S(=O)(=O)N(C)C[C@@H]2OCCCC[C@@H](C)Oc3ccc(NC(=O)CCC(F)(F)F)cc3C(=O)N([C@H](C)CO)C[C@H]2C)cc1
  TcdB GH inh = 1.1
O=C(CCN1CCCCC1)N[C@H]1CC[C@@H](CCNS(=O)(=O)c2ccc(Cl)cc2)O[C@H]1CO
  TcdB GH inh = -2.0
COc1ccc(NC(=O)Nc2ccc3c(c2)CC(=O)N([C@H](C)CO)C[C@H](C)[C@@H](CN(C)Cc2ccc(Oc4ccccc4)cc2)O3)cc1
  TcdB GH inh = -0.6
CCS(=O)(=O)Nc1ccc2c(c1)C(=O)N(C)[C@@H]1CC[C@@H](CC(=O)N3CCOCC3)O[C@H]1CO2
  TcdB GH inh = -0.2

A portion of the library, so the mix of outcomes need not match the whole.
